LYP inhibition – PTPN22 lymphoid phosphatase activity blockers – biochemical, fluorescence intensity, uHTS (AID 1779) | recombinant LYP phosphatase, fluorescence intensity; higher % means a stronger effect | one-dose inhibition, % at 11.5 µM; IC50 in µM for titrated hits | 0.054% of 290,000 active; in the data active = inhibition above about 50%;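 note: plate controls were vehicle with enzyme for no effect and no enzyme for full effect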
Myeloid diff MLP – promotes myeloid progenitor differentiation | ER-HoxA9 myeloid progenitors, lysozyme-GFP differentiation, flow cytometry | calls only at 10 µM | 1% of 360,000 active | AID 624256;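 active = normalized GFP-positive differentiation at or above the plate's own cutoff, the solvent-only control mean plus 3 SD; inconclusive = no clear call, values can overlap the other calls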;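 note: cells exposed to compound for four days before flow analysis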
Myeloid diff MLP GFP+ MAC1+ % – second read-out of Myeloid diff MLP, no call of its own (marks repeat the call); GFP+ MAC1+ double positive, %; measured here: differentiation confirmed by MAC1 staining
Active calls of the source: *. A portion of the library; count on the stated rates, not on these rows.

For Cc1ccc(C(=O)NCC(=O)Nc2ccncc2)cc1C the results were LYP inhibition -8%, Myeloid diff MLP inactive and Myeloid diff MLP GFP+ MAC1+ % 5.8.
For O=C(C1CCC(=O)N(C2CC2)C1)N1CCC(Oc2ccccc2F)CC1 (configuration not stated) the results were LYP inhibition -8%, Myeloid diff MLP inactive and Myeloid diff MLP GFP+ MAC1+ % 0.7.
`Cc1c(OCC(=O)NCC(O)c2ccccc2)ccc2c3c(c(=O)oc12)CCC3` (configuration not stated) gave LYP inhibition -9%, Myeloid diff MLP inactive and Myeloid diff MLP GFP+ MAC1+ % 0.9.
`CC(C)C(NS(=O)(=O)c1ccccc1)C(=O)N1CCN(C(=O)c2ccco2)CC1` (configuration not stated) gave LYP inhibition -8%, Myeloid diff MLP inactive and Myeloid diff MLP GFP+ MAC1+ % 1.6.
COc1ccc(Cl)cc1NC(=O)c1noc(C)c1[N+](=O)[O-] was read as LYP inhibition -12%, Myeloid diff MLP inactive and Myeloid diff MLP GFP+ MAC1+ % 2.3.
Screening Cc1ccc(S(=O)(=O)Nc2ccc(O)c3ccccc23)c(C)c1 returned LYP inhibition 2%, Myeloid diff MLP inactive and Myeloid diff MLP GFP+ MAC1+ % 0.6.
For CN(C(=O)c1nn(C)c2c1CSc1ccccc1-2)c1ccc(F)cc1 the results were LYP inhibition -8%, Myeloid diff MLP inactive and Myeloid diff MLP GFP+ MAC1+ % 3.2.
For CCCN(CCC)Cc1c(C(=O)N/N=C/CCc2ccccc2)nnn1-c1nonc1N the results were LYP inhibition -6%, Myeloid diff MLP inactive and Myeloid diff MLP GFP+ MAC1+ % 1.6.
`O=C(COC(=O)c1cc([N+](=O)[O-])ccc1N1CCOCC1)NCc1ccc(Cl)cc1Cl` gave LYP inhibition -4%, Myeloid diff MLP inactive and Myeloid diff MLP GFP+ MAC1+ % 1.5.
Screening CCOC(=O)N1CCN(C(=O)c2cc3cc(F)ccc3[nH]2)CC1 returned LYP inhibition -8%, Myeloid diff MLP inactive and Myeloid diff MLP GFP+ MAC1+ % 0.9.
CC(C)c1ccc(N(C(=O)c2ccc3c(c2)OCO3)C2C=CS(=O)(=O)C2)cc1 (configuration not stated) was read as LYP inhibition -8%, Myeloid diff MLP inactive and Myeloid diff MLP GFP+ MAC1+ % 1.1.
Screening COc1ccc(NC(=O)CSc2n[nH]c(-c3ccncc3)n2)c([N+](=O)[O-])c1 returned LYP inhibition -4%, Myeloid diff MLP inactive and Myeloid diff MLP GFP+ MAC1+ % 1.0.
`Cc1ccc(CNC(=O)CCSCc2ccccc2C)cc1` gave LYP inhibition -8%, Myeloid diff MLP inactive and Myeloid diff MLP GFP+ MAC1+ % 0.6.
For Cc1cc(C(=O)Nc2ccccc2)c2ccccc2n1 the results were LYP inhibition -10%, Myeloid diff MLP inactive and Myeloid diff MLP GFP+ MAC1+ % 0.3.
Cc1ccc(S(=O)(=O)c2nc(S(C)(=O)=O)sc2N2CCC(C)CC2)cc1 was read as LYP inhibition -7%, Myeloid diff MLP inactive and Myeloid diff MLP GFP+ MAC1+ % 3.1.
`COCCCn1c(=O)c2sccc2n2c(CCCC(=O)NCc3ccccc3)nnc12` gave LYP inhibition -11%, Myeloid diff MLP inactive and Myeloid diff MLP GFP+ MAC1+ % 5.8.
For Cc1ccc(N(CC(O)CN2CCCCC2)S(=O)(=O)c2ccccc2)cc1 (configuration not stated) the results were LYP inhibition -12%, Myeloid diff MLP inactive and Myeloid diff MLP GFP+ MAC1+ % 0.9.
CCC(COC)NC(=O)c1ccc(OC)c(OC2CCN(C(C)=O)CC2)c1 (configuration not stated) was read as LYP inhibition -3%, Myeloid diff MLP inactive and Myeloid diff MLP GFP+ MAC1+ % 0.5.
C=CCNC(=O)c1ccccc1NC(=O)C1CCN(S(=O)(=O)c2ccc(SC)cc2)CC1 was read as LYP inhibition -7%, Myeloid diff MLP inactive and Myeloid diff MLP GFP+ MAC1+ % 1.7.
`O=C(C1CCCO1)N1CCN(S(=O)(=O)c2ccc(Br)cc2)CC1` (configuration not stated) gave LYP inhibition -3%, Myeloid diff MLP inactive and Myeloid diff MLP GFP+ MAC1+ % 0.4.
Cc1nc2ccc(NC(=O)c3ccc(=O)[nH]c3)cc2s1 was read as LYP inhibition -9%, Myeloid diff MLP inactive and Myeloid diff MLP GFP+ MAC1+ % 2.0.
For Cc1nc2cc(NC(=O)c3ccc(Cl)cc3)ccc2n1C the results were LYP inhibition -13%, Myeloid diff MLP inactive and Myeloid diff MLP GFP+ MAC1+ % 0.6.
For COc1ccccc1NC(=O)CCCCCN1C(=O)c2cccc([N+](=O)[O-])c2C1=O the results were LYP inhibition -4%, Myeloid diff MLP inactive and Myeloid diff MLP GFP+ MAC1+ % 0.3.
For O=C(N/N=C/c1cccc2ccccc12)c1cc2ccccc2o1 the results were LYP inhibition 2%, Myeloid diff MLP inactive and Myeloid diff MLP GFP+ MAC1+ % 0.0.
`CC(C)(C)OC(=O)NC(Cc1ccccc1)C(=O)N1CCC(C(=O)NCC(=O)Nc2ccc(F)cc2)CC1` (configuration not stated) gave LYP inhibition -5%, Myeloid diff MLP inactive and Myeloid diff MLP GFP+ MAC1+ % 4.9.
Screening CSc1ccc(CNC(=O)Cc2ccc(NC(=O)C3=C(C)OCCS3)cc2)cc1 returned LYP inhibition -14% and Myeloid diff MLP inconclusive.
For COc1ccc(C2=NN(c3ccc(C(=O)O)cc3)C(c3ccc(OC)c(OC)c3)C2)cc1 (configuration not stated) the results were LYP inhibition -30%, Myeloid diff MLP inactive and Myeloid diff MLP GFP+ MAC1+ % 2.0.
Cc1cc2c(NC3CCCCC3)ncnc2s1 was read as LYP inhibition -6%, Myeloid diff MLP inactive and Myeloid diff MLP GFP+ MAC1+ % 0.4.
Screening COc1ccc(N2CCN(C(=O)c3ccc(CS(=O)c4cccc(C)c4)o3)CC2)cc1 (configuration not stated) returned LYP inhibition -7% and Myeloid diff MLP inconclusive.
CCOc1cccc(CN2CCCC(N3CCc4ccccc4C3)C2)c1O (configuration not stated) was read as LYP inhibition -4%, Myeloid diff MLP inactive and Myeloid diff MLP GFP+ MAC1+ % 1.1.

10 entries already listed, arranged by count of non-hydrogen atoms, rising:
Cc1cc2c(NC3CCCCC3)ncnc2s1 was read as LYP inhibition -6%, Myeloid diff MLP inactive and Myeloid diff MLP GFP+ MAC1+ % 0.4.
Cc1nc2ccc(NC(=O)c3ccc(=O)[nH]c3)cc2s1 was read as LYP inhibition -9%, Myeloid diff MLP inactive and Myeloid diff MLP GFP+ MAC1+ % 2.0.
For Cc1nc2cc(NC(=O)c3ccc(Cl)cc3)ccc2n1C the results were LYP inhibition -13%, Myeloid diff MLP inactive and Myeloid diff MLP GFP+ MAC1+ % 0.6.
`O=C(C1CCCO1)N1CCN(S(=O)(=O)c2ccc(Br)cc2)CC1` (configuration not stated) gave LYP inhibition -3%, Myeloid diff MLP inactive and Myeloid diff MLP GFP+ MAC1+ % 0.4.
For O=C(N/N=C/c1cccc2ccccc12)c1cc2ccccc2o1 the results were LYP inhibition 2%, Myeloid diff MLP inactive and Myeloid diff MLP GFP+ MAC1+ % 0.0.
CCOc1cccc(CN2CCCC(N3CCc4ccccc4C3)C2)c1O (configuration not stated) was read as LYP inhibition -4%, Myeloid diff MLP inactive and Myeloid diff MLP GFP+ MAC1+ % 1.1.
Screening CSc1ccc(CNC(=O)Cc2ccc(NC(=O)C3=C(C)OCCS3)cc2)cc1 returned LYP inhibition -14% and Myeloid diff MLP inconclusive.
Screening COc1ccc(N2CCN(C(=O)c3ccc(CS(=O)c4cccc(C)c4)o3)CC2)cc1 (configuration not stated) returned LYP inhibition -7% and Myeloid diff MLP inconclusive.
C=CCNC(=O)c1ccccc1NC(=O)C1CCN(S(=O)(=O)c2ccc(SC)cc2)CC1 was read as LYP inhibition -7%, Myeloid diff MLP inactive and Myeloid diff MLP GFP+ MAC1+ % 1.7.
`CC(C)(C)OC(=O)NC(Cc1ccccc1)C(=O)N1CCC(C(=O)NCC(=O)Nc2ccc(F)cc2)CC1` (configuration not stated) gave LYP inhibition -5%, Myeloid diff MLP inactive and Myeloid diff MLP GFP+ MAC1+ % 4.9.

Continued.
`O=C(NNC(=O)c1cccnc1)c1ccncc1` gave LYP inhibition -1%, Myeloid diff MLP inactive and Myeloid diff MLP GFP+ MAC1+ % 0.1.
For Cc1ccc(CCN2CC(C(=O)NCCC(C)C)CC2=O)cc1 (configuration not stated) the results were LYP inhibition -10%, Myeloid diff MLP inactive and Myeloid diff MLP GFP+ MAC1+ % 0.6.
For CCCCCCCCCCOC(=O)Cn1c(COc2ccc(C)cc2)[n+](C)c2ccccc21 the results were LYP inhibition -8%, Myeloid diff MLP inactive and Myeloid diff MLP GFP+ MAC1+ % 1.3.
For CCN(CC)CCN(Cc1cc2cc3c(cc2[nH]c1=O)OCO3)C(=S)NCC(C)C the results were LYP inhibition -4%, Myeloid diff MLP inactive and Myeloid diff MLP GFP+ MAC1+ % 0.1.
Screening Cn1c(=O)c2c(SCC(=O)Nc3ccccc3F)nc(-c3ccccc3F)nc2n(C)c1=O returned LYP inhibition -4%, Myeloid diff MLP inactive and Myeloid diff MLP GFP+ MAC1+ % 1.2.
For Cc1ccc(N2C(=O)C3C4C=CC(CC4)C3C2=O)cc1[N+](=O)[O-] (configuration not stated) the results were LYP inhibition -11%, Myeloid diff MLP inactive and Myeloid diff MLP GFP+ MAC1+ % 0.6.
For O=C(NCc1ccc(F)cc1)c1ccc(NC(=O)C2CCCO2)cc1 (configuration not stated) the results were LYP inhibition -6%, Myeloid diff MLP inactive and Myeloid diff MLP GFP+ MAC1+ % 2.8.
NS(=O)(=O)c1ccc(CCNC(=O)CN2C(=O)COc3ccc(S(=O)(=O)N4CCCC4)cc32)cc1 was read as LYP inhibition 3% and Myeloid diff MLP inconclusive.
Cc1ccc(S(=O)(=O)Cn2nnnc2C(C(C)C)N2CCC(C(N)=O)CC2)cc1 (configuration not stated) was read as LYP inhibition -11%, Myeloid diff MLP inactive and Myeloid diff MLP GFP+ MAC1+ % 4.0.
For O=C(NCCc1ccccc1)C(=O)NCC1OCCCN1S(=O)(=O)c1cccs1 (configuration not stated) the results were LYP inhibition -10%, Myeloid diff MLP inactive and Myeloid diff MLP GFP+ MAC1+ % 1.0.
For COc1cccc(N(CC(=O)NCCSc2ccccn2)S(=O)(=O)c2ccccc2)c1 the results were LYP inhibition -2%, Myeloid diff MLP inactive and Myeloid diff MLP GFP+ MAC1+ % 0.4.
`O=c1c2ccccc2oc2ccc(NCCCn3ccnc3)cc12` gave LYP inhibition -9%, Myeloid diff MLP inactive and Myeloid diff MLP GFP+ MAC1+ % 1.4.
For Cc1nn(C)c(C)c1C(C)NC(=O)c1cc(COc2cncc(Cl)c2)on1 (configuration not stated) the results were LYP inhibition -1%, Myeloid diff MLP inactive and Myeloid diff MLP GFP+ MAC1+ % 0.8.
`OCCC1CN(CC#Cc2ccccc2)CCN1Cc1ccccc1F` (configuration not stated) gave LYP inhibition 0%, Myeloid diff MLP inactive and Myeloid diff MLP GFP+ MAC1+ % 1.8.
Screening Cc1cccc(C(=O)NNC(=O)C2CCN(C(=O)OC(C)(C)C)CC2)c1 returned LYP inhibition -3%, Myeloid diff MLP inactive and Myeloid diff MLP GFP+ MAC1+ % 0.6.
`OC(COc1ccccc1Br)CN1CCNCC1` (configuration not stated) gave LYP inhibition -5%, Myeloid diff MLP inactive and Myeloid diff MLP GFP+ MAC1+ % 0.3.
Cc1cc(=O)oc2c3c(cc(OCC(=O)NCC4CCC(C(=O)O)CC4)c12)OC(C)(C)CC3 (configuration not stated) was read as LYP inhibition -19%, Myeloid diff MLP inactive and Myeloid diff MLP GFP+ MAC1+ % 3.0.
For CCOc1ccc(Nc2ccc([N+](=O)[O-])c3nonc23)cc1 the results were LYP inhibition -1%, Myeloid diff MLP inactive and Myeloid diff MLP GFP+ MAC1+ % 0.5.
`CC1(C)CSC(=NCCc2ccccc2)N1` gave LYP inhibition -4%, Myeloid diff MLP inactive and Myeloid diff MLP GFP+ MAC1+ % 0.5.
Screening O=C(COc1ccc2ccccc2c1)N[C@@H](C(=O)O)c1ccc(O)cc1 returned LYP inhibition -9%, Myeloid diff MLP inactive and Myeloid diff MLP GFP+ MAC1+ % 0.6.
COC(CNC(=O)[C@H](Cc1ccccc1)N1Cc2ccccc2C1=O)OC was read as LYP inhibition -6%, Myeloid diff MLP inactive and Myeloid diff MLP GFP+ MAC1+ % 0.7.
`O=C(NC1CCN(Cc2ccccc2)CC1)c1cccc(Br)c1` gave LYP inhibition -5%, Myeloid diff MLP inactive and Myeloid diff MLP GFP+ MAC1+ % 0.5.
For Cc1ccc(CN2C(=O)c3ccccc3Sc3ccc(C(=O)NCCCN4CCOCC4)cc32)cc1 the results were LYP inhibition -9%, Myeloid diff MLP inactive and Myeloid diff MLP GFP+ MAC1+ % 2.4.
Screening COC(=O)c1ccccc1NC(=O)c1ccc2c(c1)CC(C)O2 (configuration not stated) returned LYP inhibition -4%, Myeloid diff MLP inactive and Myeloid diff MLP GFP+ MAC1+ % 0.5.
O=C(CCN1C(=O)[C@@H]2Cc3ccccc3CN2C1=O)NCc1ccccc1 was read as LYP inhibition -5% and Myeloid diff MLP inconclusive.
For CC(=O)N1c2ccc(S(=O)(=O)NCCC(=O)Nc3ccc(C)c(F)c3)cc2CC1C (configuration not stated) the results were LYP inhibition -11%, Myeloid diff MLP inactive and Myeloid diff MLP GFP+ MAC1+ % 1.0.
`O=C(O)C1CCN(C(=O)CCN2C(=O)S/C(=C\c3ccccc3)C2=O)CC1` gave LYP inhibition -3%, Myeloid diff MLP inactive and Myeloid diff MLP GFP+ MAC1+ % 1.0.

2 entries drawn at random from the list so far:
COC(CNC(=O)[C@H](Cc1ccccc1)N1Cc2ccccc2C1=O)OC was read as LYP inhibition -6%, Myeloid diff MLP inactive and Myeloid diff MLP GFP+ MAC1+ % 0.7.
For CC(=O)N1c2ccc(S(=O)(=O)NCCC(=O)Nc3ccc(C)c(F)c3)cc2CC1C (configuration not stated) the results were LYP inhibition -11%, Myeloid diff MLP inactive and Myeloid diff MLP GFP+ MAC1+ % 1.0.
